Compound activity from PubChem.
HTRA1 inhibitor: HTRA1 (human) protease inhibition; recombinant HTRA1, FP-rhodamine activity-based probe, fluorescence polarization; inhibition, % at 5.96 µM; 340,000 compounds, 0.5% hits; AID 504803; in the data active means inhibition above about 36%;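 further: 0% = enzyme with DMSO and 100% = wells lacking enzyme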
TDP2 absorb: TDP2 (human) inhibition, absorbance primary screen; O95551; recombinant TDP2, T5PNP hydrolysis, p-nitrophenol absorbance 415 nm; inhibition, % at 12.8 µM; 370,000 compounds, 0.34% hits; AID 720702;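 active means inhibition above the mean of all tested compounds plus 3 SD, set per campaign, cut at about 25% in these data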;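 further: 0% = DMSO with enzyme and 100% = buffer with substrate but no TDP2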
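Assay system: recombinant human TDP2 / Reagent: T5PNP substrate at 5 mM, a TopII-DNA adduct mimic / Measured by: epi absorbance from released p-nitrophenol / Evaluation: % inhibition relative to enzyme-containing and enzyme-free wells / Control set: enzyme-free and DMSO wells / Replicates: each compound tested once, singlicate / Schedule: enzyme reaction with compound for 2 h at 37 °C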
SIAE primary: human SIAE inhibition, primary screen; Q9HAT2; SIAE FP-Rh probe binding, fluorescence polarization; inhibition, % at 9.66 µM; 370,000 compounds, 0.69% hits;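 active means inhibition above a cutoff: mean of compounds within the control limits plus 3 SD of those, cut at about 17% in these data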;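 further: 0% = plate median of compound wells and 100% = probe without SIAE protein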
Target sequence (Q9HAT2 whole entry, looked up): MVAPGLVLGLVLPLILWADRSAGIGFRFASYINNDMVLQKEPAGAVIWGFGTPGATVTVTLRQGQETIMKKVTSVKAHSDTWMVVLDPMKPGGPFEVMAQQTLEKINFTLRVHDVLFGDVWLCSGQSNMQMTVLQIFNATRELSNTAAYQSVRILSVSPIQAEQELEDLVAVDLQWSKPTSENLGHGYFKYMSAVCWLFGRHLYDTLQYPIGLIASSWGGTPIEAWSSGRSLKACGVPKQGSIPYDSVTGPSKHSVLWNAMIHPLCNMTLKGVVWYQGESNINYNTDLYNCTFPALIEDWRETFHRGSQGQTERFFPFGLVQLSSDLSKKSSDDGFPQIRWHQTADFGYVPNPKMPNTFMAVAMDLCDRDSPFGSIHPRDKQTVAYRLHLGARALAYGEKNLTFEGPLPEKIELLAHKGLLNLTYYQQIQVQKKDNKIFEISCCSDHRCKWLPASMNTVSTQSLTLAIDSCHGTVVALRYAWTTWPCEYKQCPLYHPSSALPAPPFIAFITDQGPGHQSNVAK
rCAG RNA binder: molecules binding r(CAG) RNA repeats | r(CAG) RNA repeat, TO-PRO-1 dye displacement fluorescence | inhibition, % at 3 µM | 370,000 compounds, 1.3% hits | AID 651821;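 active means inhibition above the plate cutoff, the mean of all test compounds on that plate plus 3 SD, cut at about 35% in these data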;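 further: 0% = DMSO alone and 100% = 100 µM mitoxantrone as full dye displacement; higher means more dye released from RNA so lower well fluorescence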
ABHD4 inh: inhibitors of mouse ABHD4; Q8VD66; purified mABHD4, FP-Rh probe fluorescence polarization; inhibition, % at 8.92 µM; 370,000 compounds, 0.54% hits; AID 720543;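 active means inhibition exceeding the mean over every tested compound plus 3 SD, cut at about 30% in these data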;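 further: 0% = plate median of compound wells and 100% = S159A mutant with DMSO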
Target sequence (Q8VD66 whole entry, looked up): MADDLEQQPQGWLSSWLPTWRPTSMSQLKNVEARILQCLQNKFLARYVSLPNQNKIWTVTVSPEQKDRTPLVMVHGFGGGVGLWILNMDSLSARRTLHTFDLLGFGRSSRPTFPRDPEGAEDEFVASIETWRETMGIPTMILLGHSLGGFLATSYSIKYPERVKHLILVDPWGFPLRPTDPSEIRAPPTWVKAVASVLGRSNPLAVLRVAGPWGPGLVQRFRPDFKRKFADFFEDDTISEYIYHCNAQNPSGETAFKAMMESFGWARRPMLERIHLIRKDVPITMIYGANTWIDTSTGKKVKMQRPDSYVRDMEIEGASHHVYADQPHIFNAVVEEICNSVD
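Doses – 8.92 µM, single dose · Material – wild-type mouse ABHD4 protein · Replication – single well per compound (singlicate) · Measure – percent inhibition of probe binding, normalized to plate controls · Schedule – 45 min compound pre-incubation plus 60 min probe step, 25 °C · Detection – fluorescence polarization with parallel and perpendicular emission, 525/598 nm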
TCR CD3 inh: blocks the human TCR-CD3 interaction | TAMRA-labeled TCR probe fluorescence, biochemical | inhibition, % at 9.4 µM | 360,000 compounds, 0.37% hits | AID 651800; in the data active means inhibition above about 19%;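 further: recombinant mutant TCR 2C K166C tagged with TAMRA read by polarization; 0% = receptor in buffer alone and 100% = receptor with positive control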
LEDGF integ inh: blocks HIV-1 LEDGF/p75-dependent DNA integration; 370,000 compounds, 0.64% hits; inhibition, % at 3.7 µM; TR-FRET IN-LEDGF/p75 DNA integration, Eu/Cy5;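 active means inhibition above the screen-wide mean plus 3 SD, cut at about 13% in these data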;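 further: signal is the Cy5 over europium emission ratio at 671 and 618 nm; 0% = plate median of compound wells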
MBD2 inh: MBD2-methylated oligo binding inhibition. Q9UBB5. TR-FRET, MBD2 binding to methylated oligonucleotide. inhibition, % at 4.4 µM. 370,000 compounds, 0.31% hits. AID 686964; in the data active means inhibition above about 13%
PRMT1 FP inh: inhibitors of human PRMT1; Q99873; recombinant PRMT1, activity-based probe fluorescence polarization; inhibition, % at 2.79 µM; 370,000 compounds, 1.3% hits; AID 652257;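 active means inhibition above about 21% made by adding two undisclosed values, limit read from the data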
NPR2 activator: GC-B (human) receptor activation | activation, % at 10 µM | HEK293-GC-B cells, CNP EC30, cGMP TR-FRET; 0% at EC30 CNP, 100% saturating CNP | P20594 | 370,000 compounds, 0.11% hits | AID 1920062;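 active means activation at 10 µM reaching about 35% in either raw or pattern-adjusted values, limit read from the data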
Active calls of the source: *; · = not tested or not shown. Some of the compounds tested, so the mix of outcomes need not match the whole.

Below each SMILES: MBD2 inh	NPR2 activator	PRMT1 FP inh	rCAG RNA binder	HTRA1 inhibitor	TCR CD3 inh	ABHD4 inh	TDP2 absorb	SIAE primary	LEDGF integ inh
COC(=O)CNC(=O)C1CCCN1C(=O)OC(C)(C)C (stereo unspecified)
 : 8	3	3	-1	6	-11	-7	-1	-5	-2
Cc1c(NC(=O)Nc2cccc([N+](=O)[O-])c2)c(=O)n(-c2ccccc2)n1C
 : 4	0	-5	-1	4	8	-1	-2	1	2
CCOC(=O)C1=c2s/c(=C\c3ccncc3)c(=O)n2C(N)=C(C(=O)OC)C1c1ccncc1 (stereo unspecified)
 : -9	-14	2	1	-4	1	-4	3	6	-6
Cc1ccc(N2C(=O)CC(n3ccnc3)C2=O)cc1C (stereo unspecified)
 : -1	10	2	6	-1	9	0	7	-1	-2
CC1CCCC(C)N1S(=O)(=O)c1ccc(S(=O)(=O)N2CCOCC2)cc1 (stereo unspecified)
 : -1	7	-3	-1	10	-5	-3	-9	1	4
COc1ccc(N2CCN(S(=O)(=O)c3c(C)nc4scc(C)n4c3=O)CC2)cc1
 : -3	-1	3	5	6	-3	12	-13	2	-5
CC(C)C[C@H]1COc2cccc(N3CCCC3)c2S(=O)(=O)N1C
 : -1	-4	4	1	·	·	3	5	8	2
Cc1snc2sc(C(=O)c3ccc(Br)cc3)c(N)c12
 : 1	3	3	-1	1	-5	0	-13	2	-5
CCOc1cc(C(=O)NC(C)c2ccncc2)cc(OCC)c1OCC (stereo unspecified)
 : -2	0	-2	-3	3	6	7	0	1	-1
COc1ccccc1CNC(=O)CN1C(=O)C(C)N(c2ccc(C)cc2)C1=O (stereo unspecified)
 : 0	3	-4	-1	-4	-4	2	-9	-2	-1
CCOC(=O)c1c(NC(=O)CSc2ncccn2)sc(C(=O)NC)c1C
 : 1	4	-5	2	4	4	-3	7	-9	1
CC(=O)Nc1ccc(-c2csc(NC(=O)CCNC(=O)c3ccco3)n2)cc1
 : 3	-2	0	4	-5	3	0	12	-1	1
CC(=O)Nc1ccc(S(=O)(=O)N2CCN(CC(=O)N3CCOCC3)CC2)cc1
 : 1	2	-4	0	·	-1	3	8	11	1
O=C(Nc1cccnc1)c1cc2cc(Br)ccc2oc1=O
 : -1	-7	-1	-2	-1	3	0	-3	1	-2
Cc1cc(NN=Cc2ccccn2)nc2ccccc12
 : -2	1	-3	2	·	-4	43*	-6	2	-6
COc1cc(/C=C/c2ccc3c(Br)cc(Br)c(O)c3n2)ccc1O
 : -14	-16	-1	39*	44*	0	0	-8	28*	1
COCc1cc(=O)[nH]c(SCC(=O)N2CCOCC2)n1
 : 1	5	-1	0	2	-2	4	4	1	0
COC(=O)N1N=C(c2ccc(Br)cc2)CC1(O)C(F)(F)F (stereo unspecified)
 : -6	2	-2	-5	-2	3	-2	10	1	2
CCN1CCN(c2ccc(S(=O)(=O)N3CCCCC3)cc2NC(=O)c2ccccc2)CC1
 : 5	7	3	0	-5	-6	-4	-7	11	1
c1ccc(-n2nnnc2-c2cccnc2)cc1
 : 2	1	-1	2	2	-1	-4	-2	-8	4
O=C(O)Cc1ccc(NC(=O)c2ccc(NC(=O)c3ccco3)cc2)cc1
 : -1	10	0	7	-6	0	-8	-5	-5	2
CNC(=O)C[C@H]1C(=O)N(CCc2ccccc2)C[C@@H]1CSC
 : -2	1	4	2	7	-8	5	-1	5	-2
O=c1[nH]c2ccsc2c(=O)n1-c1ccc(F)cc1
 : -1	-2	-2	-2	5	-1	-1	1	3	2
O=CN1CCN(C(=O)c2ccc([N+](=O)[O-])cc2)CC1
 : 0	2	2	-2	0	-2	4	5	-2	-2
COc1ccc(NC(=O)CN2C(=O)NC3(CCCCCCC3)C2=O)cc1
 : 0	-2	1	-2	-3	2	1	3	7	-1
O=C1c2cccc3cccc(c23)C(=O)N1CCO
 : -11	0	-8	3	8	1	-2	-8	-2	1
CC(C)Oc1ccc(S(=O)(=O)N2CCCCC2)cc1NC(=O)C1CCC1
 : -9	-1	-2	-6	-11	6	2	8	9	-2
C=CCNC(=O)CSc1nc2sc3c(c2c(=O)n1CCCOC)CCC3
 : -3	0	-1	6	-5	-3	-4	-2	-3	0
O=S(=O)(c1ccccc1F)N(Cc1ccco1)Cc1nnc(-c2ccccc2Br)o1
 : 8	5	2	0	-32	12	-6	10	0	2
CCn1c(C)nc2cc(S(N)(=O)=O)ccc21
 : -2	1	-3	1	6	2	12	2	6	-3

In the list so far, these have a nitro group on carbon.
Below each SMILES: MBD2 inh	NPR2 activator	PRMT1 FP inh	rCAG RNA binder	HTRA1 inhibitor	TCR CD3 inh	ABHD4 inh	TDP2 absorb	SIAE primary	LEDGF integ inh
Cc1c(NC(=O)Nc2cccc([N+](=O)[O-])c2)c(=O)n(-c2ccccc2)n1C
 : 4	0	-5	-1	4	8	-1	-2	1	2
O=CN1CCN(C(=O)c2ccc([N+](=O)[O-])cc2)CC1
 : 0	2	2	-2	0	-2	4	5	-2	-2

Next part:
Below each SMILES: MBD2 inh	NPR2 activator	PRMT1 FP inh	rCAG RNA binder	HTRA1 inhibitor	TCR CD3 inh	ABHD4 inh	TDP2 absorb	SIAE primary	LEDGF integ inh
C/C(=N\NC(=O)c1ccn(C)n1)c1ccco1
 : -1	2	0	-2	6	-4	-1	-13	3	-7
COCCCN=Cc1c(C)[nH]n(-c2ccc(Br)c(C)c2)c1=O
 : 0	-6	-1	-6	-4	9	1	12	0	0
Cc1ccc(-n2nnnc2Sc2nc([N+](=O)[O-])nn2C)cc1C
 : 3	2	-3	-2	-8	2	6	6	1	-1
CCCc1cc(C(=O)N2CCCN(C)CC2)cs1
 : 0	2	0	-2	1	-9	-4	13	4	0
Cc1ccc(C)c(S(=O)(=O)NCc2cccnc2)c1
 : -5	-1	-3	-2	4	2	0	-4	-2	0
O=C(O)CC(CNC(=O)C1CCCN1C(=O)OCc1ccccc1)c1ccccc1 (stereo unspecified)
 : 3	-4	0	1	1	-7	-2	-11	-4	3
CC(=O)Nc1cc(-c2ccc(S(C)(=O)=O)cc2)cn2c(-c3ccc(F)cc3)cnc12
 : 0	0	0	4	·	3	-10	-10	-7	3
Cc1ccc2nc(C3CCCCC3)c(Cc3ccsc3)n2c1
 : 10	-2	-1	1	·	-2	-1	-6	10	3
CC(=O)c1c(O)c(C)c(O)c2c1OC1=CC(=O)/C(=C(/C)N)C(=O)C12C (stereo unspecified)
 : -5	-6	1	9	-36	4	-7	-4	-2	-3
CCOc1ccc(C(=O)NNC(=O)CNC(=O)c2ccc(C)s2)cc1OC
 : 0	3	0	1	-4	-3	-1	7	-2	1
CCc1ccc(-c2cc(C)no2)cc1S(=O)(=O)NCCc1ccc(OC)c(OC)c1
 : 1	-1	-8	-3	-8	0	-2	-8	-11	1
O=C1NCCN1CCNS(=O)(=O)c1ccc(F)cc1
 : -1	-4	0	0	1	0	1	10	-7	-1
COc1ccccc1C(=O)COC(=O)c1c(-c2ccccc2)noc1C
 : 4	8	1	-11	-20	2	-5	9	1	-3
CCc1ccc(O)c(N=Cc2cccc(C)c2O)c1
 : 0	-3	2	6	26	0	20	8	9	-3
COc1ccc(N2CCN(c3ccc(N)cc3C#N)CC2)cc1
 : -7	3	0	-1	2	3	-3	-7	10	2
CC(C)CSc1nc2ccccc2n1CC(N)=O
 : -4	-4	-4	-1	1	-2	0	14	4	-2
CCN(CC)C(=O)CSc1ccc(C(F)(F)F)cc1[N+](=O)[O-]
 : 6	5	4	-1	5	-2	-12	-1	-6	0
Cc1cc(NC(=O)CCC(=O)N(Cc2ccc(F)cc2)C(C(=O)NC2CCCC2)c2ccco2)no1 (stereo unspecified)
 : 0	4	-2	0	0	-3	-11	-3	0	2
CCCC(=O)Nc1nnc(SCC(=O)Nc2ccc3c(c2)OCCO3)s1
 : 1	0	-3	0	1	4	-4	-15	-5	3
COc1ccc(OC)c(-n2c(SCC(=O)NCc3ccco3)nnc2-c2c[nH]c3ccccc23)c1
 : -6	-14	-3	7	-13	7	-3	10	0	-2
CCOc1ccccc1C1CC(=O)NC2=C1C(=O)CCC2 (stereo unspecified)
 : -4	-2	1	3	4	5	9	-6	-2	3
CCOC(=O)c1cc(-c2ccc(F)cc2)n(CC(=O)NCc2ccccn2)c1C
 : -2	-3	-2	-5	-1	12	7	2	-3	-1
COc1ccc(C2CC(c3ccccc3OC(C)=O)=NN2C(=O)/C=C/c2ccccc2)cc1 (stereo unspecified)
 : 5	17	3	5	2	3	-29	-9	-22	-4
O=C(NCc1ccco1)c1csc2c1CCCCC2
 : 1	-1	-1	-1	-2	-2	-1	-14	0	-4
COc1cc(Cl)cc(/C=N\NC(=O)c2ccc3c(c2)OCO3)c1O
 : -1	-7	-2	11	10	-5	21	5	-5	-9
COc1cc2[nH]c(=O)n(C3CCCCC3)c(=O)c2cc1OC
 : -9	-4	-3	1	2	0	-7	-19	-5	-6
COc1ccccc1OCCNC(=O)c1ccc(C)o1
 : -5	-2	4	-3	1	-7	2	3	8	0
Cc1nn(-c2ccccc2)c(C)c1NC(=O)COC(=O)CCc1ccccc1
 : -6	10	0	-6	5	-1	0	19	-1	-3
C[C@@H](O)CNC(=O)c1[nH]cnc1C(=O)Nc1ccc(CNC(=O)OC(C)(C)C)cc1
 : -1	3	0	-2	-4	-4	2	9	-4	-2
CCc1nc2c(nnn2Cc2ccc(F)cc2)c(=O)[nH]1
 : -3	13	0	0	0	2	6	7	-9	-4
Cc1oc(C(=O)O)cc1CSc1nnc(-c2ccccc2)n1C
 : 3	-1	0	1	9	0	4	9	8	-2
CC(C)c1ccccc1NCC(=O)N1CCN(Cc2ccccc2)CC1
 : 4	2	-2	-9	3	-3	1	3	4	-3
O=C(O)c1ccc(-c2nc(-c3ccc(Cl)cc3Cl)cs2)cc1
 : -5	-4	-3	3	10	4	-16	15	2	4
CCN(C(=O)CSc1nc2ccccc2o1)C1CCS(=O)(=O)C1 (stereo unspecified)
 : -3	1	3	0	2	2	6	6	7	0
COc1cc(CN2CCCC(CO)(Cc3ccccc3F)C2)ccc1O (stereo unspecified)
 : 1	8	-2	-3	5	-5	0	7	0	3
O=C(NCc1ccccc1)C1CCCN(c2ncnc3c2nc2n3CCCCC2)C1 (stereo unspecified)
 : 5	1	-3	-5	2	3	8	1	1	0
Cc1ccc(C(=O)N(C)CCOc2ccccc2)cc1S(=O)(=O)N1CCOCC1
 : 2	-3	-1	1	2	3	4	-1	-4	0
CCn1c(NC(=O)c2ccco2)c(-c2ccccc2Cl)c(=O)c2ccccc21
 : 0	5	3	3	1	2	5	-7	0	2
Cc1ccccc1NC(=O)NCCCN1CCCC1
 : 3	1	-2	-2	-2	2	4	-3	2	-3
CCN(C[C@H]1N[C@@](Cc2ccccc2)(C(=O)OC)[C@H]2C(=O)N(Cc3ccccc3)C(=O)[C@@H]12)C(=O)COc1ccccc1
 : 10	-8	3	-1	1	-1	2	-3	4	1
COCCNC(=S)N1CCN(c2ccc(Cl)cc2)CC1
 : -3	1	-5	-4	-1	-6	3	2	10	2
CN(C)CCNc1oc(COc2cccc(Cl)c2)nc1C#N
 : -5	-8	5	-3	5	1	2	0	-1	-3
